Assay outcomes (PubChem BioAssay)
BRCT inh green – blocks human BRCA1 BRCT binding to phosphopeptide, green readout; BRCA1 BRCT-phosphopeptide binding, green fluorescence polarization; AID 875; actives 0.05% (n = 75,000); Potency, µM (titrated, usually from 76.9 µM), without a hit: at the top dose activity change, negative = inhibition, most hits filed as inhibitors; P38398;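 also: potency is read from the fitted curve at half-maximal effect; plate controls were peptide without protein for full effect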
Target sequence (P38398 whole entry, looked up): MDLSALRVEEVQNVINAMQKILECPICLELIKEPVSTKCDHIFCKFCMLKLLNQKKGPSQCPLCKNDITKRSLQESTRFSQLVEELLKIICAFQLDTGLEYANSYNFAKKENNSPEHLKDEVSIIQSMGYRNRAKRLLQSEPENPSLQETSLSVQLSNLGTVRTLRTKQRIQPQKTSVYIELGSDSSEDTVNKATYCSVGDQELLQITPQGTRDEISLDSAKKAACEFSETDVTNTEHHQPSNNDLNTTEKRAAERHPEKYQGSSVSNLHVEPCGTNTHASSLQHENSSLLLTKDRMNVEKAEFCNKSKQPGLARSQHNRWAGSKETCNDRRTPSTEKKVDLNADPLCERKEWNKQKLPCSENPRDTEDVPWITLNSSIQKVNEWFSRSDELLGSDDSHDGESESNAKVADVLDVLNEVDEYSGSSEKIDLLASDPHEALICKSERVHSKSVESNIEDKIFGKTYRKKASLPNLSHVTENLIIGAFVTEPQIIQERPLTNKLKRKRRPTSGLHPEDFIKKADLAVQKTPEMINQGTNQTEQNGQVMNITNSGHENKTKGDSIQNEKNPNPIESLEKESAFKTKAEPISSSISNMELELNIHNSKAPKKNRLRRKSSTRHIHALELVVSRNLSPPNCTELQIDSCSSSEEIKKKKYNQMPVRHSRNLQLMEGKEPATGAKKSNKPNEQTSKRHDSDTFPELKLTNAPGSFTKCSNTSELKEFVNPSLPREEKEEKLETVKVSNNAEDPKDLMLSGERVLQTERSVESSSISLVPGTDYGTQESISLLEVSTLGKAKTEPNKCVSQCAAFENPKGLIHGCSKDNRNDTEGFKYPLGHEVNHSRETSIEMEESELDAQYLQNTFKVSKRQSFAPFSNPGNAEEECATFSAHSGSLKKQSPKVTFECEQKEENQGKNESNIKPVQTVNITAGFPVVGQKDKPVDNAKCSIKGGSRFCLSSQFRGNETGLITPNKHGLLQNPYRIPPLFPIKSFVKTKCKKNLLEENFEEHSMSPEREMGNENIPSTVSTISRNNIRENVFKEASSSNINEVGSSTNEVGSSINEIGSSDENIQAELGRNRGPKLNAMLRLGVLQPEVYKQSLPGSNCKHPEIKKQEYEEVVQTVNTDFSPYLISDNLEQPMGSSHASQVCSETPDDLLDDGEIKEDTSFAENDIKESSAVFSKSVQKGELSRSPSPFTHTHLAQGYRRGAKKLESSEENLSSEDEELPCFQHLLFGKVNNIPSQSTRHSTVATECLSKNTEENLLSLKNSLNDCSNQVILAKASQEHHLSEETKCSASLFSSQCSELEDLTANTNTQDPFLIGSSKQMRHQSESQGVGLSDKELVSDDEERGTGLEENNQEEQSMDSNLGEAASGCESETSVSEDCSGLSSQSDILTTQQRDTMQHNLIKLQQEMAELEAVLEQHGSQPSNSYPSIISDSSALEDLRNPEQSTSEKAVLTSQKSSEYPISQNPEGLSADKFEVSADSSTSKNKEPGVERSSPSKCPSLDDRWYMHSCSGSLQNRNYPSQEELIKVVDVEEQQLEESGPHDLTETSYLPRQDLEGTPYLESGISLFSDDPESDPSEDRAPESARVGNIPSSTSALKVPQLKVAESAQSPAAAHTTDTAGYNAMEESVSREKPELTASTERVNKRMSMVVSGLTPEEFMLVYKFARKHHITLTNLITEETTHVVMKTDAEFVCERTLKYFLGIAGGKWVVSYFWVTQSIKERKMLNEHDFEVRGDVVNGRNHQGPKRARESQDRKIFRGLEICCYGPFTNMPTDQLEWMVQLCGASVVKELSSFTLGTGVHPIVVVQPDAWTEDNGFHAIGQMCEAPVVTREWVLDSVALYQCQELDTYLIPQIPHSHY
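Fluorescence polarization: His-tagged BRCT (~35 kDa BRCA1 C-terminus, 250 nM) bound to 100 nM fluorescein-labeled phosphorylated 10-aa BACH1 peptide, pH 7.3 phosphate buffer with DTT and Tween 20. Compounds incubated 12 min at room temperature; inhibition read as lowered polarization.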
Rhodamine autofl – rhodamine region autofluorescence | Rhodamine-region fluorescence, 547/598 nm, Tris buffer; active compounds read high | max dye-equivalent concentration, M | actives 0.05% (n = 59,000) | AID 594; in the data active = max dye-equivalent concentration above about 11 nM; inconclusive = between about 1.1 nM and that limit
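Compounds in 100 mM Tris buffer, pH 8.0, were incubated 15 min at room temperature, then read at 547 nm excitation and 598 nm emission. Fluorescence was normalized against a per-plate six-point rhodamine standard curve as dye-equivalent concentration.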
Tau fil binding – binds recombinant human tau filaments; P10636; actives 2% (n = 71,000); recombinant tau filaments, thioflavin S fluorescence, 15 h; filaments grown with octadecylsulfate alongside compound; Potency, µM (titrated, usually from 57.1 µM), without a hit: top-dose activity change, negative = inhibition;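 also: potency is read from the fitted curve at half-maximal effect; % is scaled to controls: 0 for no effect and ±100 for the full control effect; actives lower thioflavin S fluorescence by blocking filaments or displacing dye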
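Read-out: ThS fluorescence, 450 nm excitation/510 nm emission; lower signal marks blocked filament formation or displaced dye. Tau at 1 uM with 30 uM ODS, 10 uM ThS, 5 mM DTT, 100 mM NaCl, 10 mM HEPES pH 7.4; 15 h, 37 C.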
DNA Pol III inh – DNA polymerase III holoenzyme inhibition | reconstituted DNA polymerase III holoenzyme replication, biochemical | actives 0.25% (n = 71,000) | Potency, µM (series often up to 57.1 µM), for inactives: top-dose activity change, negative = inhibition; also: potency is read from the fitted curve at half-maximal effect; % is scaled to controls: 0 for no effect and ±100 for the full control effect
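Reconstituted *E. coli* holoenzyme (0.35 nM Pol III, 1 nM beta, 154 nM SSB, 2 nM primase) was preincubated with compound for 15 min at RT. Synthesis on 1.4 nM ssM13Gori ran 35 min, then was stopped with PicoGreen/EDTA and read as dsDNA fluorescence.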
BRCT inh red – disrupts BRCA1 BRCT binding to phosphoprotein, red fluorophore readout; actives 0.03% (n = 75,000); BRCT-phosphopeptide binding, red fluorescence polarization; Potency, µM (doses to about 76.9 µM), without a hit: at the top dose activity change, negative = inhibition, actives largely listed as inhibitors; also: % is scaled to controls: 0 for no effect and ±100 for the full control effect
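Fluorescence polarization: 100 nM His-tagged BRCA1 BRCT with 100 nM TAMRA-labelled phospho-BACH1 decapeptide, phosphate buffer pH 7.3 with 150 mM NaCl, DTT, 0.01% Tween 20; 12 min RT. Binding inhibition seen as FP decrease.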
USP2a inh – blocks human ubiquitin-specific protease USP2a. USP2a enzymatic assay, qHTS inhibition. Potency, µM (doses to about 38.3 µM), for the others: at the highest dose activity change, negative = inhibition, hits mostly inhibitors. actives 0.1% (n = 60,000). AID 927;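 also: potency is read from the fitted curve at half-maximal effect; nearly all actives have a fitted effect of over 60% in size; plate controls were DMSO for no effect and NEM full inhibition control for full effect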
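20 nM USP2 core + cpd, 30 min RT; add 20 nM Ub-PLA2/20 uM NBD C6-HPC; read Ex460/Em535 at 0 h and 2.5 h. Normalized to NEM; qHTS curve fit/classification.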
Caspase-7 inhib – allosteric or competitive inhibitors of human caspase-7; Potency, µM (series often up to 57.5 µM), for the others: at the top dose activity change, negative = inhibition, hits mostly inhibitors; actives 0.02% (n = 75,000); recombinant caspase-7, Ac-DEVD-AFC fluorescence rate; P55210; active = well fitted inhibition curve with a large enough effect in the main read-out, with a control signal flat, not every such curve was filed as active; inconclusive = small, poorly fitted or top-dose-only effect, or a change in a side signal; also: potency is read from the fitted curve at half-maximal effect; % of control where 0% means no effect
Casp1 inh – blocks human caspase-1 allosterically or competitively; P29466; Caspase-1 enzyme, Ac-WEHD-AFC fluorogenic rate; Potency, µM (series often up to 57.5 µM), inactives show at the highest dose activity change, negative = inhibition, usual class: inhibitors; actives 0.03% (n = 75,000);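 also: potency is read from the fitted curve at half-maximal effect; plate controls were vehicle for no effect and no substrate for full effect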
HEK293 cAMP ctrl – parental HEK293 cAMP activation (counter-screen); parental HEK293 CNG cAMP sensor, membrane potential fluorescence; Potency, µM (highest dose often 57.1 µM), for inactives: top-dose activation, hits mostly activators; actives 2.5% (n = 73,000); AID 938; also: potency is read from the fitted curve at half-maximal effect; % of control where 0% means no effect; nearly all actives have a fitted effect of over 55% in size
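Counterscreen for endogenous-receptor signalling: CNG-channel HEK 293 cells report cAMP rise by membrane depolarization. After 60 min dye equilibration with 100 uM RO 20-1724, compounds incubated 30 min before bottom-read fluorescence at 590 nm.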
HADH2 inhib – inhibitors of human HADH2 dehydrogenase; Q99714; recombinant HADH2, NADH fluorescence, beta-hydroxybutyryl-CoA; Potency, µM (doses to about 57.1 µM), inactives show at the highest dose activity change, negative = inhibition, usual class: inhibitors; actives 3.4% (n = 73,000); AID 886; also: potency is read from the fitted curve at half-maximal effect; % is scaled to controls: 0 for no effect and ±100 for the full control effect; nearly all actives have a fitted effect of over 60% in size; many of its hits are not listed in these tables
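NADH fluorescence (ex 360/em 450 nm) read every 30 s for 4 min; activity taken as last-minus-first time point difference. Enzyme 20 nM, NAD+ 1 mM, beta-hydroxybutyryl-CoA 90 uM, pH 9.0 Tris buffer.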
ALOX15 inhib – inhibitors of human 15-lipoxygenase (ALOX15); P16050; purified 15hLO-1, xylenol orange hydroperoxide absorbance; Potency, µM (top dose mostly 57.1 µM), for the others: at the top dose activity change, negative = inhibition, hits mostly inhibitors; actives 1.4% (n = 74,000); AID 887; also: potency is read from the fitted curve at half-maximal effect; % is scaled to controls: 0 for no effect and ±100 for the full control effect; nearly all actives have a fitted effect of over 55% in size
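Compounds were preincubated 15 min at room temperature with 40 nM purified human enzyme (25 mM Hepes pH 7.5, 0.01% Triton X-100); 50 uM arachidonic acid reacted 6 min. Fe-xylenol orange detection, 30 min, absorbance ratio 573/405 nm.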
* = called active by the depositor; i = inactive; ? = inconclusive; . = no result given; [ ] = another dose, or the depositor's remark. Unless noted, calls follow the shape of the dose curve; as a rule, active = well fitted curve in the direction sought with a large enough effect; inconclusive = small, poorly fitted or top-dose-only effect, or another doubt; inactive = no such curve, though single readings can be large; an effect the other way counts as inactive or inconclusive. A portion of the library (hit frequency here may not be typical).

Sequence of screens – BRCT inh green, Rhodamine autofl, Tau fil binding, DNA Pol III inh, BRCT inh red, USP2a inh, Caspase-7 inhib, Casp1 inh, HEK293 cAMP ctrl, HADH2 inhib, ALOX15 inhib
- Cc1c(N2CCCC2)cc2c(c1NC(=O)c1ccccc1Cl)C(C)(C)CC2(C)C
    -0.3%[15.4 µM], i, -11%[11.4 µM], -2%[11.4 µM], 2.1%[15.4 µM], ., -4%[11.5 µM], -2%[11.5 µM], 24%[11.4 µM], 5%[11.4 µM], 0%[11.4 µM]
- Cc1cccc(-n2nnc(C(=O)NCc3ccccn3)c2N)c1
    0.2%, i, -22%, -5%, -0.9%, 8%, 1%, 0%, 3%, 4%, 2%
- O=S(=O)(NCCc1csc(-c2ccccc2)n1)c1ccc2c(c1)OCCO2
    -0.3%, i, 13%, 0%, -0.4%, 9%, -1%, 2%, 18%, -4%, -11%
- COCC(C)NC(=O)c1cc(-c2ccc(O)cc2)on1 (stereo not drawn)
    0.9%, ., -13%, 0%, -0.3%, ., -1%, 3%, 2%, -18%, 1%
- COCCCn1c(SCC(=O)NC(C)(C)C)nnc1-c1ccccc1
    0.3%, i, -7%, -5%, 0.8%, 2%, 0%, -2%, 1%, -5%, 7%
- Nc1ncnc2c1ncn2[C@@H]1O[C@H](COP(=O)(O)OP(=O)(O)O)[C@@H](O)[C@H]1O
    -1.7%, ., ., ., -1.5%, ., 1%, -1%, ., ., 9%[25.6 µM]
- COC(=O)C1=CNC=C(C(=O)OC)C1c1cccc(OC)c1
    -0.9%, i, 1%, 5%, -1.2%, 4%, -3%, -2%, 1%, -1%, -6%
- O=c1oc2ccccc2n1CCc1ccccc1
    1.4%, i, 1%, -2%, -1.1%, -14%, 0%, 2%, 22%, 2%, 3%
- O=C(O)CC(C(=O)O)C(CC(=O)O)C(=O)O (stereo not drawn)
    0.5%, ., -2%, -4%, -0.4%, ., 1%, 0%, -7%, 2%, 2%
- CN1C(=O)CC[C@@H]1c1cccnc1
    3.3%[34.4 µM], i, -11%, -7%, -2.9%[34.4 µM], 0%[17.1 µM], 2%[25.7 µM], -9%[25.7 µM], 0%, -10%, 5%[25.6 µM]
- O=C(O)CS(=O)(=O)CC(=O)O
    -0.8%, i, -8%, -5%, -3.1%, -7%, 1%, 0%, -3%, 11%, -3%
- CC1(C)C(=O)Nc2ccccc2N1C(=O)COC(=O)C12CC3CC(CC(O)(C3)C1)C2
    0.0%, i, ?, 0%, 0.5%, 26%, -15%, 1%, 3%, -7%, -9%
- COc1cc(OC)cc(-c2nnc(SCC(=O)Nc3cc(C)on3)o2)c1
    -2.1%, i, -10%, -2%, -1.2%, 3%, 2%, 5%, 4%, 3%, 21%
- O=C(CSc1nnc(-c2cccnc2)o1)OC1CCCCC1
    0.9%, i, 9%, -4%, -0.9%, 1%, 1%, -1%, 8%, 17%, 8%
- Cc1nc(NC(=O)c2csc3ccccc23)sc1C
    -1.3%, ., ., ., 0.1%, ., -2%, -2%, -5%, -10%, -17%
- CCOc1cc(-c2nc(-c3ccc(OC)cc3)no2)cc(OCC)c1OCC
    -4.5%, ., 86%[11.4 µM], -1%[11.4 µM], 0.6%, 0%[7.66 µM], 1%, -2%, 0%[11.4 µM], 3%[11.4 µM], 12%[11.4 µM]
- COc1cc2[nH]c(=O)n3nc(-c4ccccc4)nc3c2cc1OC
    0.3%, i, 27%, -6%, -4.3%, 5%, -2%, 1%, 1%, 44%[activator], 1%
- CCn1c(SCC(=O)Nc2cc(C)c(Cl)cc2OC)nnc1-c1ccco1
    2.2%, i, -3%, -6%, 0.4%, 26%, -2%, 0%, 23%, 1%, 1%
- O=C(NC1CCCCCC1)C1c2ccccc2C(=O)N1C1CC1 (stereo not drawn)
    0.3%, i, 2%, 1%, 0.3%, 0%, 1%, 3%, ?, 4%, 0%
- Cc1ccc2c(c1)N(C(C)C(=O)NCCc1ccccc1)C(=O)CO2 (stereo not drawn)
    1.3%, i, -12%, 3%, -0.6%, 6%, 1%, 1%, 4%, 0%, -5%

Part of the list above, showing only Tau fil binding.
molecule	Tau fil binding
O=S(=O)(NCCc1csc(-c2ccccc2)n1)c1ccc2c(c1)OCCO2	13%
COC(=O)C1=CNC=C(C(=O)OC)C1c1cccc(OC)c1	1%

3 entries out of the list above, sorted by the value under Caspase-7 inhib, ascending:
structure,BRCT inh green,Tau fil binding,DNA Pol III inh,BRCT inh red,Caspase-7 inhib,Casp1 inh,HADH2 inhib,ALOX15 inhib
COC(=O)C1=CNC=C(C(=O)OC)C1c1cccc(OC)c1,-0.9%,1%,5%,-1.2%,-3%,-2%,-1%,-6%
Cc1nc(NC(=O)c2csc3ccccc23)sc1C,-1.3%,.,.,0.1%,-2%,-2%,-10%,-17%
O=C(O)CC(C(=O)O)C(CC(=O)O)C(=O)O (stereo not drawn),0.5%,-2%,-4%,-0.4%,1%,0%,2%,2%

The listing picks up with the 3 entries that preceded the break.
Sequence of screens – BRCT inh green, Rhodamine autofl, Tau fil binding, DNA Pol III inh, BRCT inh red, USP2a inh, Caspase-7 inhib, Casp1 inh, HEK293 cAMP ctrl, HADH2 inhib, ALOX15 inhib
- CCn1c(SCC(=O)Nc2cc(C)c(Cl)cc2OC)nnc1-c1ccco1
    2.2%, i, -3%, -6%, 0.4%, 26%, -2%, 0%, 23%, 1%, 1%
- O=C(NC1CCCCCC1)C1c2ccccc2C(=O)N1C1CC1 (stereo not drawn)
    0.3%, i, 2%, 1%, 0.3%, 0%, 1%, 3%, ?, 4%, 0%
- Cc1ccc2c(c1)N(C(C)C(=O)NCCc1ccccc1)C(=O)CO2 (stereo not drawn)
    1.3%, i, -12%, 3%, -0.6%, 6%, 1%, 1%, 4%, 0%, -5%
- O=C(NC1CCSC1=O)c1cccc(C(=O)NC2CCSC2=O)c1 (stereo not drawn)
    -1.8%, i, -7%, -3%, -5.5%, 17%, -1%, 0%, 5%, 0%, -22%
- Cc1ccc2c(c1)[nH]c1c(=O)n(CCN3CCCCC3)cnc12
    -0.2%, i, 2%, -11%, 0.2%, 1%, -1%, 3%, ?, ?, -3%
- c1csc(-c2ncc3ccccn23)c1
    -1.2%, i, 26%, -8%, -0.2%, -2%, -8%, -7%, 0%, ?, -12%
- Cc1c(C(=O)NC2CC2)oc2ccc(S(=O)(=O)N3CCCCCC3)cc12
    -0.1%, i, 2%, -4%, -2.5%, 24%, -1%, 2%, 13%, -4%, 0%
- COCc1ccccc1Cn1cnc2c1c(=O)n(C)c(=O)n2C
    -5.9%, i, -5%, 4%, -0.4%, 4%, -24%, ?, -4%, -7%, 4%
- CCSc1nnc(C)n1-c1ccc(C(=O)O)cc1
    2.7%, i, -1%, -7%, 0.0%, 0%, 0%, -4%, -2%, ?, 2%
- O=C(O)c1cccc(-n2cnnn2)c1
    -0.1%, ., 0%, 0%, -1.1%, -3%, 1%, -1%, 3%, 1%, 4%
- COCCCn1c(SCC(=O)Nc2ccc3c(c2)OCCO3)nnc1-c1ccoc1C
    -0.7%, i, 20%, -9%, -0.7%, ., 1%, 2%, ?, -9%, 13%
- COc1ccc(NC(=O)N2CCCC3(CCN(C(=O)c4c(C)noc4C)CC3)C2)cc1
    -3.6%, i, 3%, -4%, 0.1%, 11%, 0%, -1%, 5%, -4%, -6%
- COc1cc(NC(=O)c2cc(-n3cnnc3)ccc2Cl)cc(OC)c1
    0.5%, i, 2%, -1%, -0.1%, 28%, -3%, -1%, 6%, -9%, -9%
- Cc1cc(Nc2nc3ccccc3[nH]c2=O)n(-c2ccccc2)n1
    -1.6%, i, 5%, 3%, -1.6%, -1%, -2%, 2%, ?, -10%, -9%
- CCOC(=O)c1c(NC(=O)CSc2nnc(C)c(=O)[nH]2)sc2c1CCC2
    2.1%, i, 4%, 8%, -0.8%, -28%, 0%, -8%, ?, -10%, -3%
